# procasp7 counter = counter-screen: procaspase-7 (human) activation | activation, % at 8.5 µM | recombinant procaspase-7, Ac-DEVD-pNA absorbance 405 nm; D23A/D198A/D206A triple mutant, cannot self-cleave; scale: DMSO 0, 5 µM enzyme 100 | 330,000 compounds, 0.093% hits | AID 463210 | P55210;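 active = percent activation above the screen-wide mean plus 3 SD, cut at about 25% in these data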
#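 Replicates: singlicate. Assay system: Procaspase-7 triple mutant (PC-7 D3A). Signal: 405 nm absorbance of p-nitroaniline. Times: 1 h preincubation, 2 h reaction. Buffer or medium: Zinc-free HEPES pH 7.4 with 300 mM NaCl, 0.01% Triton X-100. Also added: DEVD-pNA substrate. Benchmarks: DMSO wells as 0%, DMSO with 5 µM added PC-7 as 100%.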
# proCasp3 act = activators of human procaspase-3. recombinant procaspase-3 D3A, Ac-DEVD-pNA absorbance 405 nm. activation, % at 8.5 µM. 330,000 compounds, 0.11% hits. AID 463141;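 active = activation above the mean of all tested compounds plus 3 SD, cut at about 21% in these data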;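 also: 0% = DMSO alone and 100% = DMSO wells spiked with extra 5 µM PC-3 D3A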
# Target sequence (P42574 whole entry D9A/D28A/D175A): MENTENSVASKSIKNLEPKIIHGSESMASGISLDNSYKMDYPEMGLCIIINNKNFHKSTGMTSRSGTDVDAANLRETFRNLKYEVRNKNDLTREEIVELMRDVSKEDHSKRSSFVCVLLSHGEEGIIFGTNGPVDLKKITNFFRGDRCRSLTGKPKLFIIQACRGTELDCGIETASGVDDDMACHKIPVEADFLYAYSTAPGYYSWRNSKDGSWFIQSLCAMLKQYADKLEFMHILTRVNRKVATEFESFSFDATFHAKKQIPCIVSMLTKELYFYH
#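 material = Procaspase-3 D3A mutant | probe or stimulus = Ac-DEVD-pNA | compound = single dose, 8.5 µM nominal compound, 0.8% DMSO | timing = 1 h preincubation, 2 h reaction | measured by = 405 nm absorbance of p-nitroaniline, reads at 0 and 120 min | benchmarks = DMSO-only low control, 5 µM PC-3 D3A high control | repeats = singlicate, each compound tested once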
# LAP4 TOR yeast = yeast TOR pathway LAP4-GFP modulation. S. cerevisiae LAP4-GFP multiplex, flow cytometry GFP, 3 h; median GFP as percent of DMSO wells. GFP response vs DMSO, % at 10 µM. 320,000 compounds, 0.34% hits;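 active = GFP response vs DMSO above a set limit, about the screen mean plus 3 SD, cut at about 150% in these data; inconclusive = under 70 cell events counted for the yeast strain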
# GASC-1 inh = blocks human GASC-1 demethylase activity. 330,000 compounds, 0.069% hits. inhibition, % at 2.35 µM. AID 2099. Q9H3R0. GST-JMJD2C(1-420) H3K9me3 demethylation, DELFIA europium;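 active = more than half of a compound's replicate wells show inhibition beyond 50%, single wells judged on their own value; inconclusive = some, but no more than half, of replicates pass 50% inhibition; inactive = no replicate passes 50% inhibition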;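 also: signal counts dimethyl H3K9 product captured on neutravidin plate; 0% = median of DMSO wells and 100% = 0.3 times that DMSO median; strong numbers were not always called active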
# AHR activator = activates the human aryl hydrocarbon receptor. P35869. AHR-responsive luciferase reporter cells, luminescence. activation, % at 5 µM. 320,000 compounds, 2.5% hits. AID 2796; in the data active = activation above about 47%;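 also: 0% = vehicle wells and 100% = reference agonist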
# Target sequence (P35869 whole entry, looked up): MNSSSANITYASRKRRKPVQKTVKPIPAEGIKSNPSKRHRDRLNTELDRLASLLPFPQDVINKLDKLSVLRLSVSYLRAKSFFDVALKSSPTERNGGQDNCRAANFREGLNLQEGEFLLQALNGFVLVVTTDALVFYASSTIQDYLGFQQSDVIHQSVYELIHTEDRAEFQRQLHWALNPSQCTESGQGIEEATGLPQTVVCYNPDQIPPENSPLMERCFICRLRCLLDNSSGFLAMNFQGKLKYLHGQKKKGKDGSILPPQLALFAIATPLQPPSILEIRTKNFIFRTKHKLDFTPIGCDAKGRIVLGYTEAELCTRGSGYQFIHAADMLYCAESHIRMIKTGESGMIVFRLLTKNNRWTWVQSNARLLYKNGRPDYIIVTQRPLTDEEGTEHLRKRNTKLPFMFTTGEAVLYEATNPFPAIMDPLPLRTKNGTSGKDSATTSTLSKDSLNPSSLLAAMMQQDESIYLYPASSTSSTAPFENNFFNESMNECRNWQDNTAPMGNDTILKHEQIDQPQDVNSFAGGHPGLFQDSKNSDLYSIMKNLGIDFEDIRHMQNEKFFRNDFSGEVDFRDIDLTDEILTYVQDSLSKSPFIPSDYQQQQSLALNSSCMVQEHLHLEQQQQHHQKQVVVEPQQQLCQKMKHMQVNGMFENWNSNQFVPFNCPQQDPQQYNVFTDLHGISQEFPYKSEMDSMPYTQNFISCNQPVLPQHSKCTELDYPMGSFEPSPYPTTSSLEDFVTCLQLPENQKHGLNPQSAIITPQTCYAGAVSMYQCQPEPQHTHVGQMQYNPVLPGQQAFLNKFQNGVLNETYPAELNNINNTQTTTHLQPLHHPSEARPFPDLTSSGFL
# RPL19A-GFP yeast = modulators of TOR pathway RPL19A-GFP in S. cerevisiae; S. cerevisiae RPL19A-GFP strain, flow cytometry, 3 h; hits give low values; percent response vs DMSO, % at 10 µM; 330,000 compounds, 0.3% hits; AID 2025;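 active = percent response vs DMSO below 50%; inconclusive = fewer than 70 events counted for the yeast strain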;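 also: median channel GFP fluorescence of the barcoded RPL19A-GFP strain; ratio of sample median GFP to plate DMSO average so 100% = DMSO; lower means less RPL19A-GFP as with rapamycin TOR inhibition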
# MEP2-GFP yeast = yeast TOR pathway MEP2-GFP modulation; S. cerevisiae MEP2-GFP strain, flow cytometry GFP, 3 h; 100% = DMSO control level; GFP response vs DMSO, % at 10 µM; 330,000 compounds, 0.51% hits; AID 2016;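 active = GFP response versus DMSO above a set limit, roughly screen mean plus 3 SD, cut at about 180% in these data; inconclusive = fewer than 70 cells counted for a yeast strain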;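 also: median GFP fluorescence of the barcode-gated MEP2-GFP cells per well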
# CR mimetic SO = caloric restriction mimetics inhibiting age-related superoxide in yeast; AID 2690; 330,000 compounds, 0.18% hits; superoxide response (% of plate mean), % at 10 µM; S. cerevisiae aged cells, superoxide DHE fluorescence; hits give low values;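 active = superoxide response under a set limit, about three screen SD below normal, cut at about 65% in these data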;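 also: yeast aged for seven days with compound at 30 °C before DHE staining; 100% = average MFI of all compound-treated wells on the plate with controls excluded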
# * hit, by the source's call; i = inactive; ? = inconclusive; . = not tested or not shown; + = active, no number; & = joins results of further samples; [ ] = dose if it differs, or a comment.
SMILES,procasp7 counter,proCasp3 act,LAP4 TOR yeast,GASC-1 inh,AHR activator,RPL19A-GFP yeast,MEP2-GFP yeast,CR mimetic SO
O=C1CN(C(=O)c2ccccc2F)C(c2ccccc2)c2cc(Cl)ccc2N1 (stereo unspecified),16,1,94,7,16,99,97,111
O=C(CSc1nnc(NC2CC2)s1)Nc1ccc(N2CCOCC2)cc1,7,13,99,-1,1,102,98,110
COC(=O)CN1C(=O)N/C(=C/c2cc(OC)c(OC)cc2C)C1=O,-3,1,94,-1,15,98,107,95
CCOC(=O)C1=NN(c2ccc(C)cc2)C2(S1)SC(C(C)=O)=C(C)N2c1ccccc1 (stereo unspecified),4,-3,98,?,-1,97,93,98
Cc1ccc(S(=O)(=O)N2CCC(C(=O)OCC(=O)N3CCCC3=O)CC2)cc1C,3,6,108,-2,-1,101,101,110
O=C(CN1CCOCC1)Nc1ncc(Br)cc1Br,4,0,92,3,1,95,100,103
CCNC(=S)N1CCCC(c2nc3ccc(C)cc3[nH]2)C1 (stereo unspecified),-7,0,87,0,22,91,84,86
CCn1c(C)nc2cc(C(=O)N/N=C/c3ccc(OC)c(O)c3)ccc21,-3,8,91,-20,-1,105,100,107
CC1(C2CC2)NC(=O)N(CC(=O)N2CCN(S(=O)(=O)c3ccc(F)c(F)c3)CC2)C1=O (stereo unspecified),-12,3,99,-8,-2,99,103,111
CCN1CCN(C(=O)Cn2cnc3sc(C)c(S(=O)(=O)N4CCN(c5ncccn5)CC4)c3c2=O)CC1,10,4,102,19,2,103,104,97
O=C(/C=C/c1ccc2c(c1)OCCO2)c1ccccc1,9,-2,118,3,1,96,97,90
Nc1cccc(/C=C/C(=O)O)c1,-3,1,101,4,2,100,106,101
COc1cc(NC(=O)c2ccc3nsnc3c2)cc(OC)c1OC,6,-3,96,-2,37,95,94,110
N/C(=N\OC(=O)c1cccc(Br)c1)c1ccccn1,3,0,148,3,99*,88,111,117
COc1ccc(NC(=O)CCSc2nnc(C)s2)cc1,1,-2,99,2,3,101,98,105
O=C(COc1ccc2c3c(c(=O)oc2c1)CCC3)NC1CCN(Cc2ccccc2)CC1,13,3,116,12,1,106,111,89
CCC(C)(C)C1CCc2c(sc(N)c2C(N)=O)C1 (stereo unspecified),-23,-12,90,?,2,88,78,100
Cc1cccc(C(=O)Oc2ccccc2-c2nnco2)c1,-3,4,118,5,8,108,116,111
CN(C)NC(=S)Nc1cccc(C(F)(F)F)c1,13,-4,116,0,0,93,95,89
O=C(CCc1nnc(Cc2ccc(-c3ccccc3)cc2)o1)N1CCCC1,7,-4,87,-27,2,97,99,100
CC(Sc1nnc(Nc2ccccc2F)s1)C(=O)NC1CC1 (stereo unspecified),4,4,102,-10,4,93,98,94
Cc1ccc(-n2nc(C)c(/C=N/NC(=O)c3cccnc3)c2Cl)cc1,10,-8,98,-11,47*,101,96,103
CCOC(=O)c1ccc(NC(=O)CSc2nc(C)nc3c2c(=O)n(C)c(=O)n3C)cc1,1,-1,100,2,2,100,106,92
CCC1Sc2ccc(S(=O)(=O)CCC(=O)Nc3ccccc3Br)cc2NC1=O (stereo unspecified),3,4,93,-1,0,94,93,89
CN(C)c1nc(OCCNC(=O)COc2ccc(Cl)cc2Cl)nc(N2CCOCC2)n1,10,-1,102,-39&6,-2,105,106,93
# Continued:
SMILES,procasp7 counter,proCasp3 act,LAP4 TOR yeast,GASC-1 inh,AHR activator,RPL19A-GFP yeast,MEP2-GFP yeast,CR mimetic SO
COc1ccc(CN(C)C(=O)CNC(=O)Cc2cccc3ccccc23)c(OC)c1OC,0,-2,93,-3,0,97,101,97
O=C(Cn1ncc2c(=O)oc3ccccc3c21)NCCN1CCN(c2ccccc2F)CC1,-6,5,109,-8,-2,104,102,89
O=C(Nn1c(O)c(C=C2N=c3ccccc3=N2)sc1=S)c1ccc(Cl)cc1,-36,-24,112,-13,22,99,110,113
Cc1nc(C)c(C(=O)Nc2ccccc2-c2ccccc2)o1,6,-3,101,i,8,99,95,89
COc1ccc(N(Cc2cc3cc(C)ccc3[nH]c2=O)C(C)=O)cc1,5,9,89,-13,25,96,92,76
CCOc1cc(NC(=S)NCCCN2CCOCC2)c(OCC)cc1NC(=O)C1CCCCC1,-3,-2,93,?,9,100,102,104
CC(C)CC(c1nnnn1Cc1ccccc1)N1CCC(C(N)=O)CC1 (stereo unspecified),-2,-3,97,-7,3,100,97,100
CCOC1(C(F)(F)F)NC(=O)N(Cc2ccc(OC)cc2)C1=O (stereo unspecified),-4,2,103,16,9,97,125,96
CC1OC(C)(C)OC1C1CNc2nc(NC(=O)C(C)(C)C)[nH]c(=O)c2N1C(=O)c1cccnc1 (stereo unspecified),2,3,93,-9,1,99,104,89
CCc1ccc(OCCn2ccnc2)cc1,1,-5,104,11,6,97,105,108
Nc1nnc(CC(=O)N/N=C/c2cccc(OCCOc3ccccc3)c2)s1,-4,1,90,-13,23,98,100,115
Cn1c(=O)[nH]c(=O)c2c1nc(SCCO)n2CC(O)COc1ccccc1 (stereo unspecified),-16,-3,105,-5,1,97,98,105
O=C(NNC(=O)c1ccncc1)c1ccncc1,12,0,88,-6,0,96,97,105
COc1ccc(P(=O)(COc2ccc([N+](=O)[O-])cc2)c2ccc(OC)cc2)cc1,-3,-3,91,7,-1,97,102,94
CC(=O)c1cccc(NC2c3ccccc3C(=O)N2Cc2ccc3c(c2)OCO3)c1 (stereo unspecified),1,-4,98,53,10,101,97,97
O=S(=O)(c1ccc(F)cc1)N1CCC(c2nc3ccccc3[nH]2)CC1,7,-7,86,-1,3,90,85,94
COC(=O)c1cc(C(=O)OC)[nH]n1,11,-11,98,-3,-2,97,104,103
COc1ccc(Br)cc1CN(C)C(=O)c1cnc(C)cn1,-4,4,95,3,-1,101,100,95
CSCCC(NC(=O)c1ccccc1Br)C(=O)NCC(c1ccco1)N1CCCCC1 (stereo unspecified),7,2,111,-1,1,93,97,121
CCn1c(CC(=O)Nc2ccc(Cl)cc2)nnc1SCC(=O)N1CCOCC1,5,8,98,2,-2,113,105,96
CCOC(=O)CNC(=S)n1ncnc1N,-3,-7,100,-6,16,102,103,83
Cc1ccc(S(=O)(=O)NCC2CCC(C(=O)NCCCN3CCOCC3)CC2)cc1 (stereo unspecified),5,-1,97,2,1,98,97,103
CCOC(=O)c1c(C)nn(-c2ncccc2NC(=O)NC(C)C)c1C,2,-6,103,-4,4,92,95,104
NC1=NC2(CCC(c3ccccc3)CC2)n2c(nc3ccccc32)N1 (stereo unspecified),1,2,92,-3,1,98,103,94
CC(C)C[C@@H]1CN=C(N)N1C[C@@H]1CCCN1C[C@H](C)N1C[C@@H](Cc2ccccc2)N(CCCC2CCCC2)C1=N,4,-1,95,.,-1,96,96,126

# A draw from above in order of number of heavy atoms, smallest number first.
SMILES,procasp7 counter,proCasp3 act,LAP4 TOR yeast,GASC-1 inh,AHR activator,RPL19A-GFP yeast,MEP2-GFP yeast,CR mimetic SO
Nc1cccc(/C=C/C(=O)O)c1,-3,1,101,4,2,100,106,101
CCc1ccc(OCCn2ccnc2)cc1,1,-5,104,11,6,97,105,108
O=C1CN(C(=O)c2ccccc2F)C(c2ccccc2)c2cc(Cl)ccc2N1 (stereo unspecified),16,1,94,7,16,99,97,111
COc1ccc(P(=O)(COc2ccc([N+](=O)[O-])cc2)c2ccc(OC)cc2)cc1,-3,-3,91,7,-1,97,102,94

# Continuation.
SMILES,procasp7 counter,proCasp3 act,LAP4 TOR yeast,GASC-1 inh,AHR activator,RPL19A-GFP yeast,MEP2-GFP yeast,CR mimetic SO
O=C(Cc1ccccc1)Nc1nc(-c2ccc(F)c(F)c2)cs1,3,11,95,7,-6,102,106,120
O=C(CCc1ccccc1)Nc1ccc(N2CCOCC2)c(Cl)c1,0,9,110,-4,1,108,105,105
Cn1c2c(c(=O)n(C)c1=O)C(NC(=O)C(C)(C)C)(C(F)(F)F)C(=O)N2 (stereo unspecified),4,-16,86,1,0,98,87,97
S=C(NCCc1ccccc1)N/N=C/c1ccc(Cl)cc1,3,2,115,-35,7,98,100,100
O=C(O)Cn1c(=O)c2c3c(sc2n(Cc2ccccc2F)c1=O)CCCC3,3,12,99,1,1,105,107,98
COc1cc(OC)cc(C(=O)NCC2CCCN(C(=O)c3oc(C)cc3C)C2)c1 (stereo unspecified),-6,1,79,-3,6,109,106,96
CCN(CC)CCNC(=O)c1ccc2c(c1NCCO)C(=O)c1ccccc1C2=O,4,4,121,4,-12,95,96,114
CCOc1ccc(OCC(=O)Nc2c3c(nn2C(C)(C)C)CS(=O)(=O)C3)cc1,2,8,94[may fluoresce green],-1,-1,101[may fluoresce green],104[may fluoresce green],101
CCCOc1ccc(C(=O)NNC(=S)NC(=O)CC)cc1,-1,-11,259*,-6,-1,89,107,i
Cc1nc2ccccc2n1Cc1ccc(Br)cc1,0,-5,110,2,-4,93,97,88
N#C/C=C(/N)N1CCN(c2ccc(Cl)c(Cl)c2)CC1,-10,-7,104,-5,4,98,106,122
COC(=O)c1ccc(CSc2ccccc2C)o1,-2,5,111,-1,2,105,107,75
O=C1CSC(c2ccccc2[N+](=O)[O-])N1CCc1ccccc1 (stereo unspecified),4,5,98,-9,18,100,103,107
COc1ccccc1/C=C/C=N/NC(=O)CN1CCN(Cc2ccccc2)CC1,-15,-3,101,54,12,92,94,113
COc1ccc(-c2c(C(=O)O)c(-c3ccccc3)cn2C)cc1,13,-2,114,-7,2,91,86,113
CCc1nnc(NC(=O)CSc2nnc(C3CCCCC3)n2-c2cccc(Cl)c2)s1,17,9,343*,-28,-4,49*,+,103
O=c1cc[nH]c2ccc([N+](=O)[O-])cc12,3,4,104,0,22,110,103,104
COC(C(=O)Nc1ccc(S(=O)(=O)Nc2ccc(C)c(C)c2)cc1)c1ccccc1 (stereo unspecified),-5,-3,99,-2,-1,105,104,111
Cc1csc(N(C)C(=O)CSc2nnc(COc3ccccc3C)o2)n1,0,-6,96,6,-1,95,97,105
CCc1ccc(NC(=O)C/C(C)=N/NC(=O)COc2ccc(C)cc2Br)cc1,10,6,113,32,25,108,104,113
C=CCOC(=O)C1=C(C)NC(=O)NC1c1ccc(Cl)cc1 (stereo unspecified),9,12,86,-13,-1,102,88,103
Cc1ccc(C2/C(=C(\O)c3c(C)nc4ccccn34)C(=O)C(=O)N2CCN(C)C)o1 (stereo unspecified),-24,-4,106,-4,-1,95,101,97
Cc1cc(C)c(NC(=O)CN2C(=O)NC3(CCCc4ccccc43)C2=O)c(Cl)c1 (stereo unspecified),18,8,117,1,1,97,94,93
Cc1c(C(=O)NCCSCc2c(Cl)cccc2Cl)cccc1[N+](=O)[O-],-3,2,97,-11,-8,102,103,88
Cc1nc2c(c(N3CCOCC3)n1)OCC(=O)N2,5,2,90,22,0,93,93,106
O=C(COC(=O)Cn1cnc2ccccc21)NCCCc1ccccc1,1,-10,101,5,-1,94,94,96
COCCCNC(=O)c1ccc(N2CCOCC2)c(NS(=O)(=O)c2ccc(OC)cc2)c1,6,0,94,5,2,97,103,118

# Source: PubChem (several laboratories)
